Source: PubChem
PrPC surface inh: inhibitors of human cell surface prion protein PrPC, primary screen, cell-based, TR-FRET; AID 720596, 2013; TR-FRET read-out; actives 0.43% (n = 370,000); inhibition, % at 13.8 µM; in the data active = inhibition above about 24%; note: 0% = median of the test wells and 100% = reference compound wells
CCHF vOTU inh: CCHFV vOTU protease inhibitors, primary screen, biochemical, Pep-AMC substrate, fluorescence. Crimean-Congo hemorrhagic fever virus L polyprotein viral ovarian tumor (vOTU) protease …. AID 651958, 2012. inhibition, % at 11.5 µM. actives 0.55% (n = 370,000); in the data active = inhibition above about 30%; note: 0% = vehicle wells with enzyme and 100% = no enzyme wells
TcdB GH inh: TcdB glycohydrolase inhibitors, primary screen, biochemical, single point, plate reader; Toxin B (Clostridioides difficile), P18177; TcdB glycohydrolase enzymatic assay; inhibition, % at 9.99 µM; actives 0.24% (n = 350,000); in the data active = inhibition above about 10%
Target sequence (P18177 whole entry, looked up): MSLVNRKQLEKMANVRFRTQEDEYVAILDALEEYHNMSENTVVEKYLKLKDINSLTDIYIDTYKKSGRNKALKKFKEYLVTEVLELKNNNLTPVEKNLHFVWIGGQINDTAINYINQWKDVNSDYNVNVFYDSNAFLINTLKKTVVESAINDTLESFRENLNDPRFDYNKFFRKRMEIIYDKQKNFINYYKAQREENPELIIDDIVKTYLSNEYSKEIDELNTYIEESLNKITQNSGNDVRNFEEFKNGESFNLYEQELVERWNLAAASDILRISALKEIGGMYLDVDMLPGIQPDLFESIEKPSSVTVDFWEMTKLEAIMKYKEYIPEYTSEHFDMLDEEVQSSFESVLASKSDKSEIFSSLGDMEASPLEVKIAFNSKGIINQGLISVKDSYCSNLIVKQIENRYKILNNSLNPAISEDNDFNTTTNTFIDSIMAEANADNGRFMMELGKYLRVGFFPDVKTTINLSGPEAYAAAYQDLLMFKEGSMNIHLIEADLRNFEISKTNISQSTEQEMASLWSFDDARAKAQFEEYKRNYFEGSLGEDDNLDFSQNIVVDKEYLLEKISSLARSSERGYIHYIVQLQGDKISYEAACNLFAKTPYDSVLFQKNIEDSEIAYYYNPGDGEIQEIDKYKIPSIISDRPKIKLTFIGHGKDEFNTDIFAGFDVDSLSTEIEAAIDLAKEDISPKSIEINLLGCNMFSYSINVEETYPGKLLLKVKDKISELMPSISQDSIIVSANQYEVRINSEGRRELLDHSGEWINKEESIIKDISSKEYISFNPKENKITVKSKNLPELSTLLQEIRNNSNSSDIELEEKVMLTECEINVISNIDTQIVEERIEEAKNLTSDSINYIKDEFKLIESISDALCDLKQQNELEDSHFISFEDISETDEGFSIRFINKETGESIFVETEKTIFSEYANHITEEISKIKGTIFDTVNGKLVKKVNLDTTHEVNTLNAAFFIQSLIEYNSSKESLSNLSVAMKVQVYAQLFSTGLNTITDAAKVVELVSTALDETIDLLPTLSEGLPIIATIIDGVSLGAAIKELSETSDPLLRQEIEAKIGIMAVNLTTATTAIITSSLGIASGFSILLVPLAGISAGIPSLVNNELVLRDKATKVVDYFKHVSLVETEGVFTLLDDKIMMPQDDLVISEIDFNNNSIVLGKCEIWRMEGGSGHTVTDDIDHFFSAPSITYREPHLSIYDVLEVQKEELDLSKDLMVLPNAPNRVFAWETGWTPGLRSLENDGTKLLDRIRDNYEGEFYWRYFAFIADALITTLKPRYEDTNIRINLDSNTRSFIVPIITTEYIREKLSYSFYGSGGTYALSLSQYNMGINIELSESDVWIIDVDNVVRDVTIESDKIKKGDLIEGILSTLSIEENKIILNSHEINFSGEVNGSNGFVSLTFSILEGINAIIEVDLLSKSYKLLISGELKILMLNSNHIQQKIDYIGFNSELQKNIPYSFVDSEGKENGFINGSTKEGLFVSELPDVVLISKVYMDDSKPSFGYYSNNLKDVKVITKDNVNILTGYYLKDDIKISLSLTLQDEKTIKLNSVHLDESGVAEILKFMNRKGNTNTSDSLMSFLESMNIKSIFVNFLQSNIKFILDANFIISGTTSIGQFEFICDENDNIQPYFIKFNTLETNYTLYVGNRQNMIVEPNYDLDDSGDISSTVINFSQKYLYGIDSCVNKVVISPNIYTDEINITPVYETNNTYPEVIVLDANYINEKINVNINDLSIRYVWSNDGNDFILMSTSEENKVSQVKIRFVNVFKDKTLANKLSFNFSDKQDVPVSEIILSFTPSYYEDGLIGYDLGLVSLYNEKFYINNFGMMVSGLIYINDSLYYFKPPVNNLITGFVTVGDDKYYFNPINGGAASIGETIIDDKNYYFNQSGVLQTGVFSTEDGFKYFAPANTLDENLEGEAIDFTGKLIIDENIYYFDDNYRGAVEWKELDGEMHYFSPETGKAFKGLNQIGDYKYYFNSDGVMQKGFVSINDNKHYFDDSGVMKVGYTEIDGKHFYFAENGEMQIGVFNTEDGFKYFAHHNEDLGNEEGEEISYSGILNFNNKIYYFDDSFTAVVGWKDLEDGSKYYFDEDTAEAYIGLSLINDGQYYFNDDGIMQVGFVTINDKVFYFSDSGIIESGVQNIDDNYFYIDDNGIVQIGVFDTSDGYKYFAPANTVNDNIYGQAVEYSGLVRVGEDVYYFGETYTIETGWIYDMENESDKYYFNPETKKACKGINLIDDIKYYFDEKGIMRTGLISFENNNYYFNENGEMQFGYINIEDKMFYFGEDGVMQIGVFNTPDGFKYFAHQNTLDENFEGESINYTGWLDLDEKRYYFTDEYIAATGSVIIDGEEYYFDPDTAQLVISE
* marks the source's active call; other numbers are inactive results; & = joins results of further samples. Not all compounds are listed; rates above refer to the full screens.

SMILES	PrPC surface inh	CCHF vOTU inh	TcdB GH inh
Cc1cc(C)c(S(=O)(=O)N2C[C@H]3CON(C)[C@H]3C[C@H]2c2ccc(N3CCCCC3)cc2)c(C)c1	3	4	-1.4
COc1cc2c(cc1OCc1ccccc1)/C(=C/C(=O)OCc1ccccc1)OC2	6	-6	0.9
Cc1cccc(C)c1-n1nnnc1C1c2ccccc2C(=O)N1CCC(C)C (stereo unspecified)	-2	9	-0.6
CCOC(=O)[C@]12CCCC=C1N(Cc1cccc3ccccc13)C(=O)[C@H](CC(=O)NCc1cccc(C(F)(F)F)c1)C2	-2	24	1.5
CCCCn1nnnc1C1(C)CCC(=O)N1CC(F)(F)F (stereo unspecified)	2	-2	0.4
CCOc1ccc(CCN2C(=S)N([C@@H](Cc3ccccc3)CN3CCC[C@@H]3CN3C(=S)NC[C@@H]3Cc3ccc(O)cc3)C[C@@H]2CC(C)C)cc1	5	27	2.4
COC1=CC(=O)OC(c2ccc(C(F)(F)F)cc2)C1 (stereo unspecified)	2	2	1.3
CCOC(=O)C1=CCN(S(=O)(=O)c2cccc(Cl)c2)C1c1ccccc1 (stereo unspecified)	7	10	0.6
COC(=O)C1(C(=O)OC)C[C@H](/C=C/c2ccccc2)N(Cc2ccccc2OC)[C@@H]1c1ccccc1	8	18	-3.4
O=S1(=O)N[C@H](Cc2ccccc2)COc2cccc(N3CCN(Cc4ccccc4F)CC3)c21	3	-4	-0.3
COC(=O)C1=C(C)N(Cc2ccccc2C(F)(F)F)C(=NCc2ccc(C(F)(F)F)cc2)NC1c1ccccc1 (stereo unspecified)	-11	13	0.8
C[C@H]1CN(S(=O)(=O)C(C)(C)C)[C@@H](CCO)/C1=C\c1ccccc1	-1	5	1.0
CCCN(C)C[C@@H]1OCCCC[C@@H](C)Oc2ccc(NS(=O)(=O)c3ccc(OC)cc3)cc2C(=O)N([C@H](C)CO)C[C@@H]1C	-6	19	0.8&1.2
CC1=C(C(=O)N2CCOCC2)CC(CC(=O)NC2CC2)C(=O)N1CCC1=CCCCC1 (stereo unspecified)	2	5	0.8
O=C(N[C@@H](Cc1cccnc1)C(=O)N1CCC[C@H]1C(=O)NCCc1ccccc1Cl)c1ccco1	2	-13	1.3
COC(=O)[C@@]1(C(C)C)N=C(c2cc(OC)c(OC)c(OC)c2)[C@]2(O1)C(=O)N(C)c1ccccc12	-4	-1	0.0
COC(=O)c1c(-c2ccc(OC)cc2)c2c(c3c4ccccc4n(S(=O)(=O)c4ccc(C)cc4)c13)C(=O)N(C)C2	-2	11	0.3
O=C(NCCN1CCC(n2c(=O)[nH]c3ccccc32)CC1)c1cccnc1Cl	3	-6	3.8
O=C(Nc1ccc2c(c1)OCCO2)C(c1ccncc1)n1c(=O)c(-c2cc3ccccc3[nH]2)nc2ccccc21 (stereo unspecified)	-15	-6	1.4
C[C@H]1CN([C@@H](C)CO)S(=O)(=O)c2ccc(-c3ccc(C#N)cc3)cc2O[C@H]1CN(C)C(=O)CN(C)C	-2	-1	-0.3&-0.3&-0.6
COC(=O)c1ccc2cc(F)cc(C)c2n1	0	-1	-0.7
COc1ccccc1Cc1c(-c2ccc(C#N)cc2)nc2ccc(C)cn12	-5	-11	1.2
COc1ccc(CN2Cc3cc(-c4cccc(F)c4)ccc3-n3nncc3C2)cc1	0	4	1.4
O=C(NC1CCCC1)C(C1CC1)n1c(-c2ccccn2)nc2ccccc21 (stereo unspecified)	7	3	0.7
COC(=O)C1=C(C)N(Cc2ccc(Br)cc2)C(=S)NC1c1ccc(F)cc1 (stereo unspecified)	19	27	1.6
CC(C)c1cc(Cn2c3ccccc3c(=O)n2C(C)Cn2cc(-c3ccc(C(C)(C)C)cc3)nn2)on1 (stereo unspecified)	3	-6	1.3
COc1ccccc1-c1noc2c1C(=O)N(Cc1cn(-c3ccccc3OC)nn1)CC2	2	2	0.8
CC(C)(C)NC(=O)C1c2ccccc2OCC(=O)N1CCc1ccccc1 (stereo unspecified)	4	8	-6.6
Cc1ccc2nc(C3CCCCC3)c(Cc3cccc(F)c3)n2c1	-8	3	0.4
COc1ccc(C(=O)Nc2ccc3c(c2)C(=O)N(C)[C@H]2CC[C@H](CC(=O)NCC4CC4)O[C@@H]2CO3)cc1	1	-3	-1.0
CC1=C(C(=O)N2CCCCCC2)CC(CC(=O)NC2CCCCC2)C(=O)N1Cc1ccc(F)cc1 (stereo unspecified)	-2	-8	0.7
COC(=O)C1=CN(c2ccc(Oc3ccccc3)cc2)C(N)=C(C#N)C1c1cccc(OC)c1OC (stereo unspecified)	-2	16	0.1
Cc1ccccc1-c1ccc2c(c1)[C@@H]1C[C@H]3[C@@H](CN1CC2)[C@H](C)OC(c1ccccc1)N3C (stereo partly specified)	-3	18	1.3
COc1ccc(NC(=O)N(C)C[C@H]2OCc3cn(nn3)CCCC(=O)N([C@H](C)CO)C[C@@H]2C)cc1	-4	-1	-1.2&2.3
CCCCCCn1cc(CN2CC(N3CCN(C)CC3)CS2(=O)=O)nn1 (stereo unspecified)	-5	6	-0.5
Cc1cc(NC(=O)OC(C)(C)C)c(-n2nnnc2C(C(=O)c2ccc3c(c2)OCO3)N2CCN(c3ccccn3)CC2)cc1C (stereo unspecified)	8	19	0.3
Clc1ccc2nc(-c3cccc(Br)c3)c(Cc3ccccc3)n2c1	2	16	3.4
Cc1ccccc1NC(=O)N(C)[C@H]1C[C@H]2c3[nH]c4c(-c5ccccc5)cccc4c3CCN2C(=O)[C@H]1[C@H](C)O	-1	-1	1.0
Cc1ccc(OCc2nc3ccccc3n2C(C)C(=O)Nc2c(C)cccc2C)cc1 (stereo unspecified)	33*	25	0.8
COC(=O)C[C@@H]1CC[C@@H]2[C@H](COc3ccc(NC(=O)c4cccc(F)c4)cc3C(=O)N2C)O1	3	4	0.6
c1ccc2c[n+](CCCCCCCCCC[n+]3ccc4ccccc4c3)ccc2c1	-20	2	0.6
C[C@@H]1CNCCN1c1ccc(N2CCS(=O)(=O)CC2)c(C#N)c1	9	1	0.5
Cc1cc(Nc2cccc(F)c2)cc(=O)n1-c1cccc(F)c1	1	2	-1.5
CN(c1ccc([N+](=O)[O-])cc1)c1cc2c(c3c1ccn3C)C1CCC2C1 (stereo unspecified)	-1	1	1.3
CCOC(=O)CC1(C)Oc2cc(Cl)ccc2N1S(=O)(=O)c1ccc(C)cc1 (stereo unspecified)	8	21	1.4
CCOP(=O)(OCC)C(Cc1ccccc1)N=C(c1ccccc1)c1ccccc1 (stereo unspecified)	2	8	1.2
C[C@@H]1CN([C@@H](C)CO)S(=O)(=O)c2ccc(Br)cc2O[C@@H]1CN(C)Cc1ccc2c(c1)OCO2	-6	10	-0.2&1.3
CCCCCCCCC(c1nc2ccccc2[nH]1)N1CCN=C(c2ccccc2)C1=O (stereo unspecified)	-8	7	1.0
COC(=O)C1=C(C)N(Cc2cccc(C(F)(F)F)c2)C(=NCc2ccc(C(F)(F)F)cc2)NC1c1ccccc1C(F)(F)F (stereo unspecified)	14	11	0.9
CCCCc1c(-c2ccccc2OC)ncn1Cc1ccc(OC)c(Cl)c1	13	17	1.3
C#CCn1c2ccccc2c(=O)n1CCOc1ccccc1OC	-4	16	1.5
CCOC(=O)[C@]12Cc3ccccc3[C@H]1N(C)C(=O)c1cc(OC)ccc12	-3	4	0.4
O=C(/C=C/[C@H]1O[C@@H](n2ccc(=O)[nH]c2=O)[C@H](O)[C@@H]1O)NCc1cccc2ccccc12	9	-5	2.8
COc1ccc(CNC(=O)[C@H](Cc2ccccc2)NC(=O)CC[C@H]2O[C@@H](n3ccc(=O)[nH]c3=O)[C@H](O)[C@@H]2O)cc1	-3	10	1.4
N#Cc1cccnc1N1CCN(C(C(=O)NC2CCCC2)c2ccco2)CC1 (stereo unspecified)	0	8	-2.7
CCC(=O)Nc1ccc2c(c1)C(=O)N(C)[C@H]1CC[C@H](CC(=O)NCCOC)O[C@@H]1CO2	-6	3	-0.3
Cc1ccc(S(=O)(=O)N2[C@H](CC(=O)OCc3ccccc3)OC[C@@H]2C(C)C)cc1	2	17	0.7
CC(C)C1CC2=C(C(=O)OC(C)(C)O2)C(c2ccc(Cl)cc2)O1 (stereo unspecified)	0	1	1.9
CC(=O)O[C@@H]1C=C[C@@H](C#Cc2ccc(C(C)(C)C)cc2)O[C@@H]1COC(=O)NCc1ccccc1	-4	11	0.5
CC1(C(=O)NCc2ccccc2)CN(S(C)(=O)=O)CC(=O)N1Cc1ccco1 (stereo unspecified)	5	-6	3.0

An excerpt from further up, for reference:
SMILES	PrPC surface inh	CCHF vOTU inh	TcdB GH inh
COC(=O)C1=C(C)N(Cc2cccc(C(F)(F)F)c2)C(=NCc2ccc(C(F)(F)F)cc2)NC1c1ccccc1C(F)(F)F (stereo unspecified)	14	11	0.9
CCCCc1c(-c2ccccc2OC)ncn1Cc1ccc(OC)c(Cl)c1	13	17	1.3
C#CCn1c2ccccc2c(=O)n1CCOc1ccccc1OC	-4	16	1.5
CCOC(=O)[C@]12Cc3ccccc3[C@H]1N(C)C(=O)c1cc(OC)ccc12	-3	4	0.4
O=C(/C=C/[C@H]1O[C@@H](n2ccc(=O)[nH]c2=O)[C@H](O)[C@@H]1O)NCc1cccc2ccccc12	9	-5	2.8
COc1ccc(CNC(=O)[C@H](Cc2ccccc2)NC(=O)CC[C@H]2O[C@@H](n3ccc(=O)[nH]c3=O)[C@H](O)[C@@H]2O)cc1	-3	10	1.4
N#Cc1cccnc1N1CCN(C(C(=O)NC2CCCC2)c2ccco2)CC1 (stereo unspecified)	0	8	-2.7
CCC(=O)Nc1ccc2c(c1)C(=O)N(C)[C@H]1CC[C@H](CC(=O)NCCOC)O[C@@H]1CO2	-6	3	-0.3
Cc1ccc(S(=O)(=O)N2[C@H](CC(=O)OCc3ccccc3)OC[C@@H]2C(C)C)cc1	2	17	0.7
CC(C)C1CC2=C(C(=O)OC(C)(C)O2)C(c2ccc(Cl)cc2)O1 (stereo unspecified)	0	1	1.9
CC(=O)O[C@@H]1C=C[C@@H](C#Cc2ccc(C(C)(C)C)cc2)O[C@@H]1COC(=O)NCc1ccccc1	-4	11	0.5
CC1(C(=O)NCc2ccccc2)CN(S(C)(=O)=O)CC(=O)N1Cc1ccco1 (stereo unspecified)	5	-6	3.0

(continued)
SMILES	PrPC surface inh	CCHF vOTU inh	TcdB GH inh
O=C1c2ccccc2C(c2nnnn2Cc2ccccc2)N1Cc1ccc(F)cc1 (stereo unspecified)	7	-4	-0.2
COc1ccc2c(c1)C1OCCNC1CC2 (stereo unspecified)	1	3	-0.3
Cc1ccccc1C1=CC(=O)CC(C)(C)C1=O	4	-4	-1.0
CC(C)(O)C#Cc1cccc(-c2nc(C(=O)NCCCN3CCOCC3)cc3c2[C@H](CCO)N(S(=O)C(C)(C)C)C3)c1 (stereo partly specified)	-2	-8	0.1
COC(=O)[C@@]1(Sc2ccc(C)cc2)CC(=O)N[C@@H]1c1ccco1	2	6	0.3
O=C(C(=O)N1CCC(CNS(=O)(=O)c2cc(C(F)(F)F)cc(C(F)(F)F)c2)CC1)c1cc2ccccc2o1	-6	2	1.1
O=c1[nH]c(=S)[nH]c2c1C(c1ccc(Cl)c(Cl)c1)OC(CCc1ccccc1)C2 (stereo unspecified)	-8	0	1.1
COC(=O)C1=CN(c2ccc(F)cc2)C(N)=C(C#N)C1c1cccc(F)c1 (stereo unspecified)	5	23	0.4
COc1ccc(CN2Cc3cc(N4CCOCC4)ccc3-n3nncc3C2)cc1	-2	-7	0.5
O=C(NCCN1CCC2(CC1)C(=O)NCN2c1ccccc1)c1cccs1	-1	1	0.1
Cc1cccc(C)c1NC(=O)C1(C)CSCC(=O)N1CCc1c[nH]c2ccccc12 (stereo unspecified)	6	16	-9.9
CC(C)[C@H](NS(=O)(=O)c1ccc(F)cc1F)C(=O)N1CCC[C@H]1C(=O)NCCc1ccccc1Cl	1	1	1.6
Nc1ccn(C2C=CC(CO)O2)c(=O)n1 (stereo unspecified)	-5	-1	1.3
COC(=O)C(CC(C)C)N(Cc1ccc(Br)cc1)S(=O)(=O)CCl (stereo unspecified)	9	0	0.8
O=C(Nc1ccc2c(c1)OCCO2)C(c1ccnc2ccccc12)N1CCN(c2ccc(F)cc2)CC1 (stereo unspecified)	4	2	-0.7
COc1cc(Nc2cc(C)n(-c3ccc(Cl)c(OC)c3)c(=O)c2)ccc1Cl	4	0	0.2
CCCc1nc2ccc(Cl)cn2c1Cc1ccccc1OC	8	13	-2.0
OC[C@H]1CC[C@@H]2O[C@H](CCc3ccc(-c4ccc(F)cc4)cc3)[C@@H](n3cc(C4CC4)nn3)C[C@@H]2O1	-1	8	0.4
CCc1ccc([C@@H]2CC(=O)[C@@H]3CN(S(=O)(=O)c4ccc(Cl)cc4)[C@H](c4ccc(C)cc4)C[C@@H]3N2S(=O)(=O)c2ccc(C)cc2)cc1	6	35*	0.1
COC(=O)[C@]12CCCCC=C1N(CCC1=CCCCC1)C(=O)[C@H](CC(=O)NCc1ccccc1)C2	7	15	-0.2
COCCN(Cc1ccc(C)cc1)C(=O)[C@H]1O[C@@H](n2cnc3c(N)ncnc32)[C@H](O)[C@@H]1O	4	17	1.6
C(=C\c1ccccc1)/CN1CCN(C(c2cccc3ccccc23)c2nnnn2-c2ccc3c(c2)OCCO3)CC1 (stereo unspecified)	-12	-1	-0.2
Cc1cc(N2CCNC[C@H]2C)ccc1N1CCN(Cc2ccccc2)[C@@H](C)C1	-11	5	-5.7
CCCCNC(=O)OC1CC2CC1[C@H]1CCCCN1C2=O (stereo partly specified)	5	14	1.9
O=C(NCc1ccc2c(c1)OCO2)OCc1ccccc1	-6	9	0.2
Cc1ccc(C)c(CN2CCC(CNC(=O)C3CCCN(c4ncnc5c4nc4n5CCCCC4)C3)CC2)c1 (stereo unspecified)	-2	10	-0.3
